Screening data deposited in PubChem by several laboratories.
NadD inh = inhibitors of S. aureus NadD, primary screen, biochemical, colorimetric, uHTS; Nicotinate-nucleotide adenylyltransferase NadD (Staphylococcus aureus N315); purified NadD enzyme, colorimetric absorbance read-out; inhibition, % at 20 µM; hit rate 0.78% among 360,000; in the data active = inhibition above about 26%; also: some compounds past the cut are filed as inactive
SKN-1 block = suppressors of acrylamide-induced Pgst-4::GFP reporter in worms, primary screen, SKN-1 inhibitor project, whole organism, uHTS, GFP/RFP fluorescence ratio, strain VP596; C. elegans VP596 Pgst-4::GFP/RFP ratio, 24 h; hit rate 0.49% among 360,000; AID 624304, 2012; inhibition, % at 21.8 µM;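 active = interference check ratio from 0.5 to 1.5 plus GFP to RFP signal ratio inhibition reaching or exceeding a fixed threshold, cut at about 30% in these data, passing the limit was not always enough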; also: some compounds called inactive have numbers as strong as hits
Scp1 inh = Scp-1 phosphatase inhibitors, primary screen, biochemical, colorimetric, uHTS | Recombinant Scp1, phosphopeptide, malachite green phosphate absorbance | inhibition, % at 20 µM | hit rate 0.88% among 340,000 | AID 493091, 2011;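 active = inhibition above about 50% at 20 µM, limit read from the data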;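 also: plate controls were DMSO wells with enzyme for no effect and wells lacking enzyme for full effect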
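Test system: SCP-1 catalytic domain; Buffer or medium: Acidic Tris acetate buffer with magnesium and detergent; Also added: Phosphorylated 17-residue peptide substrate; Compound: single 20 µM dose, 1% DMSO; Schedule: enzyme reaction 45 min at room temperature, colour 5 min, stabilisation 30 min; Signal: Phosphate-binding colour reagent, absorbance read at 630 nm.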
NRP1-CendR mod = modulators of CendR peptide binding to NRP-1, primary screen, biochemical, fluorescence polarization, uHTS | Neuropilin-1 (Homo sapiens), O14786 | FAM-RPARPAR peptide binding to NRP-1 | inhibition, % at 25 µM | hit rate 0.85% among 360,000 | AID 602438, 2012;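 active = inhibition or corrected inhibition above about 18%, plus a signal ratio from 0.5 to 1.5, limit read from the data, passing the limit was not always enough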; also: strong numbers were not always called active
Target sequence (O14786 whole entry, looked up): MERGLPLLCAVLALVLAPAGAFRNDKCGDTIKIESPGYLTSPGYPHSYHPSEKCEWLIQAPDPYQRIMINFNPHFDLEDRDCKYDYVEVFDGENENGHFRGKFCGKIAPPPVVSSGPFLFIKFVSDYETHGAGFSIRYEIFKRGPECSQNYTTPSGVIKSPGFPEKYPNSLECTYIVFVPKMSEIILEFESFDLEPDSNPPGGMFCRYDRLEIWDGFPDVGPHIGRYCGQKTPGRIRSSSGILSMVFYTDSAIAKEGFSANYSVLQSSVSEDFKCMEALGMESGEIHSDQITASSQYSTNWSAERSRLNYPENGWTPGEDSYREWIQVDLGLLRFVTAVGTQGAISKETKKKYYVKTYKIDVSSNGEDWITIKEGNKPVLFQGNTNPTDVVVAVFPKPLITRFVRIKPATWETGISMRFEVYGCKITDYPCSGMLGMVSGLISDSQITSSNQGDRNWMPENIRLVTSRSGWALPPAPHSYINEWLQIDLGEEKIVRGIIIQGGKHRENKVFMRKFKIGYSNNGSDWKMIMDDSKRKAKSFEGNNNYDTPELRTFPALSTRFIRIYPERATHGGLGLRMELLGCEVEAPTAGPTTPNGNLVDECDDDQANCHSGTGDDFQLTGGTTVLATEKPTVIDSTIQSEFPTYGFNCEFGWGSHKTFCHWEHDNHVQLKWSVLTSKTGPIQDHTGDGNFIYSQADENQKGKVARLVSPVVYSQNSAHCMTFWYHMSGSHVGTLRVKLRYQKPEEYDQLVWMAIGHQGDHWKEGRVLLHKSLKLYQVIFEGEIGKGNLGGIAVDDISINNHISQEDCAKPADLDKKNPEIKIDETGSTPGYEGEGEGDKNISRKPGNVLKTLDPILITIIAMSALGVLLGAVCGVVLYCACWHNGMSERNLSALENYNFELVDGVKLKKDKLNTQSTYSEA
DNMT1 block = human DNMT1 methyltransferase inhibitors, primary screen, biochemical, molecular beacon, fluorescence, HinP1I cleavage, uHTS. inhibition (reported as % activation of signal), % at 10 µM. hit rate 0.83% among 360,000. AID 588458, 2011; in the data active = inhibition above about 50%
SUMO1 PPI mod = modulators of SUMO1 protein-protein interactions, primary screen, biochemical, uHTS | Small ubiquitin-related modifier 1 (Homo sapiens), P63165 | inhibition, % at 20 µM | AID 602429, 2012 | SUMO1 binding to a labelled peptide, TR-FRET, 1 h | hit rate 0.33% among 360,000; in the data active = inhibition above about 37%
Tb MetRS inh = T. brucei MetRS inhibitors, primary screen, biochemical, luminescence | methionyl-tRNA synthetase (Trypanosoma brucei brucei) | purified T. brucei MetRS, ATP depletion, Kinase-Glo luminescence | inhibition, % at 11.9 µM | hit rate 0.4% among 360,000 | AID 624268, 2012;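 active = inhibition above a per-plate cutoff of the control wells' mean inhibition plus 3 SD, cut at about 5.5% in these data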;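 also: 0% = DMSO wells median and 100% = median of wells with control inhibitor compound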
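Dosing: 11.9 µM single point; system: parasite MetRS enzyme; technique: luminescence of leftover ATP; times: 15 min enzyme-compound preincubation, 2 h reaction, 10 min detection, 25 °C; replicates: each compound tested once; read-out basis: percent inhibition relative to median high and low control wells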
LMPTP inh = LMPTP phosphatase inhibitors, primary screen, biochemical, fluorescence intensity, uHTS; inhibition, % at 20 µM; Low molecular weight phosphotyrosine protein phosphatase (Homo sapiens), P24666; recombinant LMPTP-A, OMFP fluorogenic substrate; hit rate 0.22% among 360,000;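 active = compounds that cut the enzyme signal by at least half of the control window in the single-dose screen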;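 also: plate controls were DMSO wells with enzyme plus substrate for no effect and substrate without enzyme for full effect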
Target sequence (P24666 whole entry, looked up): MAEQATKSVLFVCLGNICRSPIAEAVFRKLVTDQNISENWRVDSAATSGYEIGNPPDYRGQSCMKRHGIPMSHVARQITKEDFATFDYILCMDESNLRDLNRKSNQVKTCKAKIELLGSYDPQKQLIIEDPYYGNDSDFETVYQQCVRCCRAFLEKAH
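Test system – LMPTP-A enzyme · Amount – LMPTP-A at 0.625 nM final in the reaction · Buffer or medium – Bis-Tris pH 6.0, DTT, detergent · Reagent – OMFP 400 µM · Doses – single 20 µM dose · Schedule – reaction 50 min, room temperature, dark · Detection – fluorescence intensity of OMFP turnover product · Evaluation – percent inhibition versus substrate-only and uninhibited controls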
Neddyl block = inhibitors of cullin neddylation, primary screen, biochemical, TR-FRET, uHTS, NAE and Ubc12; NEDD8-conjugating enzyme Ubc12 (Homo sapiens) + NEDD8-activating enzyme E1 regulatory …; calls only at 25 µM; hit rate 0.58% among 360,000; in the data active = inhibition above about 36%
STEP inh = STEP phosphatase inhibitors, primary screen, biochemical, fluorescence intensity, uHTS. inhibition, % at 20 µM. hit rate 0.25% among 360,000. recombinant STEP, OMFP fluorogenic substrate;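 active = inhibition at 20 µM, scaled per plate between control wells, above about 37%, limit read from the data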;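 also: 0% = DMSO with enzyme and substrate and 100% = substrate only without enzyme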
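Assay system: isolated STEP enzyme / Timing: 20 min at room temperature, dark / Doses: 20 µM, 1% DMSO / Technique: fluorescence intensity, excitation 480 nm, emission 540 nm / Reagent: fluorogenic phosphatase substrate OMFP at 25 µM final / Measure: percent inhibition scaled to no-enzyme and uninhibited-enzyme controls, plate-pattern corrected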
An asterisk follows results filed as active; i = inactive; x = no result given. This is a random part of the collection. About 4.6% of those tested had a hit in this group.

SMILES	NadD inh	SKN-1 block	Scp1 inh	NRP1-CendR mod	DNMT1 block	SUMO1 PPI mod	Tb MetRS inh	LMPTP inh	Neddyl block	STEP inh
COc1ccc2c(c1OC)C(=O)N(c1ccc(C)cc1)C2=O	-6	5	2	4	-5	-20	0.0	-2.4	i	-1
CC1(OC(=O)C2CCCC2)C(=O)C=C2C=C(c3ccsc3)N(Cc3ccc4c(c3)OCO4)C=C2C1=O (stereo not drawn)	24	11	2	-19	3	-21	0.0	5.5	i	3
CC(=O)CCN1CCOCC1	-4	-1	-8	1	2	-3	-1.2	0.7	i	0
O=C(CCC(=O)N(CC(=O)NC1CCCC1)Cc1ccc2c(c1)OCO2)Nc1ccccn1	-3	8	-7	-2	7	2	-0.6	-0.7	i	-3
CCOC(=O)c1ccc(NS(=O)(=O)c2cnc[nH]2)cc1	-4	-8	-4	10	3	-3	-0.6	1.1	i	-1
CCCc1cc(NCCCn2ccnc2)n2nc(C)c(-c3ccccc3)c2n1	2	10	-4	2	2	3	2.8	0.4	x	1
Cc1cc2cc(CNC(=O)Cc3ccc([N+](=O)[O-])cc3)ccc2n1C	28	39*	-6	30*	56*	-17	-0.5	17	i	1
CCc1ccc(N2CC(C(=O)OCC(=O)NNC(=O)c3ccccc3)CC2=O)cc1 (stereo not drawn)	0	-4	-6	6	0	8	-0.2	-0.7	i	0
OCCN1CCN(c2nccn3ccnc23)CC1	-2	3	x	4	3	8	-0.1	-1.9	i	-2
CCCN(CCO)Cc1cccc(Oc2ccccc2)c1	-9	29	-9	-4	4	-1	-1.2	-1.9	i	-3
CCCCCCn1c2c(c(=N)c3c1CCC3)CCC2	0	3	9	2	4	1	-0.1	-1.3	i	-1
Cc1ccccc1Nc1nc(N)nc(COC(=O)C(NC(=O)c2ccco2)C(C)C)n1 (stereo not drawn)	2	9	-5	-3	0	4	-0.3	-1.0	i	-1

Quoted from the entries so far (two entries):
SMILES	NadD inh	SKN-1 block	Scp1 inh	NRP1-CendR mod	DNMT1 block	SUMO1 PPI mod	Tb MetRS inh	LMPTP inh	Neddyl block	STEP inh
COc1ccc2c(c1OC)C(=O)N(c1ccc(C)cc1)C2=O	-6	5	2	4	-5	-20	0.0	-2.4	i	-1
CC1(OC(=O)C2CCCC2)C(=O)C=C2C=C(c3ccsc3)N(Cc3ccc4c(c3)OCO4)C=C2C1=O (stereo not drawn)	24	11	2	-19	3	-21	0.0	5.5	i	3

Other records follow:
SMILES	NadD inh	SKN-1 block	Scp1 inh	NRP1-CendR mod	DNMT1 block	SUMO1 PPI mod	Tb MetRS inh	LMPTP inh	Neddyl block	STEP inh
CCSc1nc(C2CC2)cc(-c2cccs2)c1C#N	2	45	-8	2	-3	-5	-1.4	1.4	i	2
NC(=O)c1nsc(C(=O)N(CC(=O)NC2CCCCC2)c2cccc(F)c2)c1N	-3	14	-3	1	0	-13	-0.4	-1.6	i	2
CC(C)(C)C(=O)NNC(=O)c1cc(C(C)(C)C)nn1Cc1ccccc1	-4	-8	-7	0	3	2	-0.5	-2.8	i	1
N#C/C=C(/N)c1ccc(Br)cc1	-4	9	11	7	2	-3	-0.7	-1.5	i	4
CC(C)c1nc(CNC(=O)C2CCC(=O)N(Cc3ccc(Cl)cc3)C2)no1 (stereo not drawn)	-2	-6	10	11	0	4	-0.5	-0.5	i	-2
Cn1c2c(c(=O)n3ncnc13)CCCC2	-3	2	-7	5	1	-3	0.3	-2.5	i	-4
CC(C)(C)C(=O)NNC(=O)C1CC1(c1ccccc1)c1ccccc1 (stereo not drawn)	4	-2	-9	0	1	-1	0.1	-0.6	i	0
Cc1cccc(C)c1Nc1c(-c2ccsc2)nc2ncccn12	1	8	-2	2	-5	-11	-0.2	-0.7	i	-3
CC(C)C(NC(=O)OCc1ccccc1)C(=O)NCC(=O)OC(C)(C)C (stereo not drawn)	-9	16	-2	16	-4	1	-1.0	-1.5	i	-2
CCNC(=S)NC1CC2CCCC(C1)N2Cc1ccco1 (stereo not drawn)	3	-2	-8	-12	3	-7	1.1	-1.6	i	4
O=C1c2cc([N+](=O)[O-])cc3cc([N+](=O)[O-])cc(c23)C(=O)N1c1ccccn1	6	-9	22	28*	37	12	-2.4	0.3	i	1
CCC(=O)NCCSc1c[nH]c2ccccc12	-4	-13	-1	1	-16	12	-0.9	-0.7	i	-3
CCCN1C(=O)c2cc(C(=O)Nc3ccccc3OC)ccc2C1Nc1ccccc1OC (stereo not drawn)	4	-2	-8	8	-5	0	-0.1	0.4	i	0
OCC#Cc1ncc(C(F)(F)F)cc1Cl	-1	8	5	1	4	-1	-0.2	-1.3	i	0
Cc1cc(C)n(-c2ccc(C(=O)OCC(=O)NC(c3ccccc3)c3ccccc3)cc2)n1	1	10	6	17	6	4	-0.1	-0.2	i	1
CC(C(=O)O)N1C(=O)CSC1=S (stereo not drawn)	6	8	-9	6	-1	-2	-1.3	-1.0	i	1
COc1ccc(N2CCCn3c2nc2c3c(=O)n(CCc3ccccc3)c(=O)n2C)cc1	-3	-5	2	2	-2	8	-0.2	2.1	i	4
O=C(c1cccc(S(=O)(=O)NCc2ccccc2)c1)N1CCN(c2ccccc2)CC1	2	-3	-2	-7	2	-2	0.4	0.7	i	0
CCOC(=O)c1c(NC(=O)C(NCCN(C)C)c2ccccc2)sc2c1CCCC2 (stereo not drawn)	-14	6	-5	7	2	-1	-1.4	-0.2	i	1
CC(C)C(=O)N1CCCC1(C)C(=O)N(C)Cc1cccc2ccccc12 (stereo not drawn)	-1	7	x	-4	5	-2	-0.2	-2.1	i	1
CCOc1ccccc1Nc1ccc(C(=O)O)cc1[N+](=O)[O-]	-6	-2	-20	7	4	-27	0.7	0.6	i	1
Cc1ccc(C(=O)NC(C)c2ccc3c(c2)OCO3)s1 (stereo not drawn)	0	1	-26	-14	-3	2	0.2	0.0	i	1
Cn1c(=O)c(=O)n(C)c2cc(N3CCCC3)c(NS(=O)(=O)c3ccc(Cl)cc3)cc21	9	-6	-2	15	-4	9	-0.3	0.0	i	5
Fc1cccc(Cc2noc(CN3CCCCC3CCc3ccccn3)n2)c1 (stereo not drawn)	-7	6	4	7	-1	-2	-1.2	0.0	i	-2
COc1ccccc1-c1nnc(NC(=O)C(C)SC2=NCCS2)s1 (stereo not drawn)	1	4	-5	7	13	7	0.0	2.3	i	-1
CCC(=O)NC(C)C(c1cccs1)N1CCN(Cc2ccccc2)CC1 (stereo not drawn)	-1	-1	-1	-4	1	-4	-0.3	-0.3	i	-1
O=C(COC(=O)c1ccc(S(=O)(=O)N2CCCC2)cc1)Nc1ccc(F)cc1F	-4	-3	8	-1	5	0	-1.0	-1.3	i	-5
CN(C)C1=NCCN1CCc1ccc(F)cc1	-1	3	-2	18	1	2	-0.3	-0.8	i	-2
CCOC(=O)c1csc(N)c1-c1ccc([N+](=O)[O-])cc1	-9	12	-15	16	-18	-31	-0.4	1.8	i	8
COc1ccc2ccccc2c1/C=N/NC(=O)c1ccc([N+](=O)[O-])cc1	4	5	-12	11	7	2	-0.3	0.9	i	0
COc1ccc(NS(=O)(=O)c2ccc(C)c(C(=O)N(C)CCc3ccc(OC)c(OC)c3)c2)cc1	-1	-6	-1	8	0	-3	-0.5	-0.8	i	0
COc1ccc(CC2(CO)CCN(CC3=Cc4cc(Cl)ccc4OC3)CC2)cc1	-7	6	-3	6	-4	2	0.6	1.6	i	1
O=C(CCCc1ccccc1)c1ccccc1	-3	-3	-10	-1	0	3	0.4	1.8	i	1
COc1ccc(-c2nnc(COc3ccc4ccccc4c3)o2)cc1OC	-7	10	-11	2	-16	4	-0.6	2.9	i	-1

Ordered by formula weight (highest first): part of the list above
SMILES	NadD inh	SKN-1 block	Scp1 inh	NRP1-CendR mod	DNMT1 block	SUMO1 PPI mod	Tb MetRS inh	LMPTP inh	Neddyl block	STEP inh
COc1ccc(NS(=O)(=O)c2ccc(C)c(C(=O)N(C)CCc3ccc(OC)c(OC)c3)c2)cc1	-1	-6	-1	8	0	-3	-0.5	-0.8	i	0
O=C(COC(=O)c1ccc(S(=O)(=O)N2CCCC2)cc1)Nc1ccc(F)cc1F	-4	-3	8	-1	5	0	-1.0	-1.3	i	-5
COc1ccc(CC2(CO)CCN(CC3=Cc4cc(Cl)ccc4OC3)CC2)cc1	-7	6	-3	6	-4	2	0.6	1.6	i	1
COc1ccccc1-c1nnc(NC(=O)C(C)SC2=NCCS2)s1 (stereo not drawn)	1	4	-5	7	13	7	0.0	2.3	i	-1
CCC(=O)NC(C)C(c1cccs1)N1CCN(Cc2ccccc2)CC1 (stereo not drawn)	-1	-1	-1	-4	1	-4	-0.3	-0.3	i	-1
COc1ccc(-c2nnc(COc3ccc4ccccc4c3)o2)cc1OC	-7	10	-11	2	-16	4	-0.6	2.9	i	-1
CC(C)C(=O)N1CCCC1(C)C(=O)N(C)Cc1cccc2ccccc12 (stereo not drawn)	-1	7	x	-4	5	-2	-0.2	-2.1	i	1
COc1ccc2ccccc2c1/C=N/NC(=O)c1ccc([N+](=O)[O-])cc1	4	5	-12	11	7	2	-0.3	0.9	i	0
CCOc1ccccc1Nc1ccc(C(=O)O)cc1[N+](=O)[O-]	-6	-2	-20	7	4	-27	0.7	0.6	i	1
CCOC(=O)c1csc(N)c1-c1ccc([N+](=O)[O-])cc1	-9	12	-15	16	-18	-31	-0.4	1.8	i	8
Cc1ccc(C(=O)NC(C)c2ccc3c(c2)OCO3)s1 (stereo not drawn)	0	1	-26	-14	-3	2	0.2	0.0	i	1
O=C(CCCc1ccccc1)c1ccccc1	-3	-3	-10	-1	0	3	0.4	1.8	i	1
